Assay outcomes: PubChem BioAssay, several laboratories
C8 TRAIL sens: caspase-8 TRAIL sensitization; NB7+C8 cells + TRAIL, ATPlite viability luminescence; inhibition (viability loss, TRAIL sensitization), % at 10 µM; 360,000 tested, 1% active;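 active = compounds causing at least 50% loss of cell viability in the single-dose screen, relative to plate controls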
LMP1 NFkB inh: inhibitors of Epstein-Barr LMP1-induced NF-kappaB reporter; LMP1-induced NF-kappaB luciferase reporter cells, luminescence; inhibition, % at 12.5 µM; 350,000 tested, 0.69% active; AID 504558; in the data active = inhibition above about 41%;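 note: 0% = neutral control wells and 100% = reference inhibitor control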
TWEAK Fn14 block: inhibitors of TWEAK-Fn14 interaction signaling; TWEAK-stimulated Fn14 reporter cells, luciferase luminescence, 8 h; inhibition, % at 10 µM; 360,000 tested, 2% active; AID 1159606; in the data active = inhibition above about 50%
LRH-1 inv ag: inverse agonists of human LRH-1 (NR5A2); O00482; HEK293T StAR-luciferase reporter, LRH-1 transfected, 24 h; inhibition, % at 3.6 µM; 360,000 tested, 0.13% active;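 active = inhibition above the mean inhibition of all tested compounds plus 3 SD, cut at about 73% in these data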;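 note: 0% = DMSO wells and 100% = reporter-only cells lacking LRH-1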
NOD2 RIPK2 PPI: inhibitors of human NOD2-RIPK2 interaction | O43353 | inhibition, % at 4.98 µM | CHO BLA complementation NOD2-RIPK2, CCF4 ratio | 360,000 tested, 0.38% active; in the data active = inhibition above about 21%;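 note: 0% = vehicle only and 100% = reference blocker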
TROY signal inh: inhibitors of TROY-dependent NF-kB signaling; Q293 LMP1-TROYcd NF-kB luciferase reporter, 4 h; inhibition, % at 10 µM; 360,000 tested, 0.98% active; AID 1347056;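 active = compounds whose plate-normalised and pattern-corrected inhibition of the luciferase reporter signal at the single screening dose is 50% or more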
NCOA2 inhibitor: inhibits human steroid receptor coactivator 2 | Q15596 | HEK293 GAL4-SRC2 luciferase reporter, luminescence | inhibition, % at 9 µM | 370,000 tested, 0.17% active | AID 651957;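 active = inhibition above the mean inhibition of all tested compounds plus 3 SD, set per campaign, cut at about 52% in these data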;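 note: 0% = DMSO treated cells and 100% = cells given Gossypol at 36 µM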
NCOA1 inh: inhibitors of human steroid receptor coactivator 1 (SRC1). Q15788. HEK293 GAL4-SRC1 luciferase reporter, luminescence. inhibition, % at 3.6 µM. 360,000 tested, 0.12% active. AID 588354;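 active = inhibition above the campaign mean plus 3 SD, with each screening campaign given its own cutoff, cut at about 60% in these data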;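 note: 0% = DMSO treated cells and 100% = gossypol at 36 µM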
COUP-TFII inh: NR2F2 (human) inhibition, primary screen. P24468. HEK293T NGFI-A luciferase reporter, luminescence. inhibition, % at 8.6 µM. 370,000 tested, 0.7% active. AID 686940;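 active = inhibition above a per-plate cutoff, mean inhibition of test wells between control levels plus 3 SD, cut at about 38% in these data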;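 note: cells cotransfected with COUP-TFII expression vector driving the NGFI-A reporter; 0% = median of COUP-TF2 test wells and 100% = reporter-only cells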
TLR9-MyD88 block: inhibitors of human TLR9-MyD88 binding | Q9NR96+Q99836 | CHO BLA complementation TLR9-MyD88, CCF4 FRET ratio | inhibition, % at 4.98 µM | 340,000 tested, 0.21% active;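 active = inhibition above the mean over all tested compounds plus 3 SD, cut at about 21% in these data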;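 note: 0% = DMSO only wells and 100% = clavulanate BLA inhibitor control wells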
SRC3 inh: human NCOA3 inhibition; 360,000 tested, 0.17% active; Q9Y6Q9; AID 588352; inhibition, % at 3.6 µM; HEK293 GAL4-SRC3 luciferase reporter, luminescence;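 active = inhibition above a per-campaign cutoff, the mean of all compounds plus 3 SD, cut at about 60% in these data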;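 note: 0% = DMSO-treated cells and 100% = gossypol-treated cells at 36 µM; higher means less SRC3-driven luciferase light from the GAL4 reporter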
* hit, by the source's call; . = no result given. These rows are one share of the data (hit frequency here may not be typical).

entry	smiles	C8 TRAIL sens	LMP1 NFkB inh	TWEAK Fn14 block	LRH-1 inv ag	NOD2 RIPK2 PPI	TROY signal inh	NCOA2 inhibitor	NCOA1 inh	COUP-TFII inh	TLR9-MyD88 block	SRC3 inh
1	O=C(Nc1nc(-c2cccnc2)cs1)c1ccccc1Cl	-6	-6	-13	2	6	-12	-4	-38	-14	2	-3
2	CCN1C(=O)/C(=C\N2CCN(c3ccc(F)cc3)CC2)SC1=S	4	10	3	-2	-7	28	2	3	5	-16	3
3	CN(C)c1ccc(C=NCC2(O)CCOC(C)(C)C2)cc1 (centres undefined)	-7	3	6	-1	-5	-18	-18	-11	-9	4	18
4	COc1ccc(NC(=O)C2CCN(c3cnccn3)CC2)cc1Cl	-3	-1	0	-10	-2	-16	1	27	5	-2	-9
5	CCOC(=O)C(=O)N(Nc1ccc(C)cc1)c1ccc(C)cc1	-3	-29	-13	-69	9	-16	-91	-27	-22	0	-23
6	C[C@@H]1CN([C@@H](C)CO)S(=O)(=O)c2ccc(-c3ccccc3)cc2O[C@@H]1CN(C)Cc1ccccc1C(=O)O	4	1	4	-3	-11	2	4	-21	-4	5	2
7	COc1ccc(CCNC(=O)c2cc(COc3c(C)cccc3C)on2)c(OC)c1	-10	-3	-22	-16	2	-14	-15	-32	-17	-7	-35
8	O=C(CCn1cnc2ccccc2c1=O)Nc1nc(-c2ccc(Br)cc2)cs1	17	-14	-31	-1	-2	11	-11	-4	7	-9	4
9	COc1cc(/C=N/NC(=O)C(=O)NCc2cccnc2)cc(OC)c1OC	-2	5	-2	9	-13	-2	3	1	3	-13	9
10	Nc1nnc(CC(=O)N/N=C/c2cc([N+](=O)[O-])cc(Br)c2O)s1	-6	2	0	-13	-3	-15	-30	-7	-20	-5	7
11	Cc1nc([N+](=O)[O-])c(C(=O)O)n1C	1	-2	-11	-2	-7	8	-15	4	9	5	-7
12	CC1CN(S(=O)(=O)c2cccc(C(=O)N3CCC(C(N)=O)CC3)c2)CC(C)O1 (centres undefined)	3	-2	5	-4	-5	-1	-21	1	-5	1	10
13	C/C(=N\NC(=O)c1c(Br)c(C)nn1C)c1cccc(NC(=O)C2CCC2)c1	-6	5	4	-11	7	-6	-19	1	-4	-10	8
14	CCOC(=O)NC(=O)COC(=O)CCCc1nc2ccccc2s1	-8	-2	11	-2	-16	-7	10	-26	0	8	22
15	O=C(NCc1ccco1)/C(=C\C=C\c1ccccc1)NC(=O)c1ccco1	0	-7	-5	-3	-5	-15	-7	-5	-10	9	-3
16	NS(=O)(=O)c1ccc(CCNC(=O)C2CCC(CNS(=O)(=O)c3ccc(Br)s3)CC2)cc1 (centres undefined)	-8	-2	-94	-12	-2	-2	-66	-17	-7	-2	10
17	Cc1nc(C/C(=N\N)c2ccc(O)cc2O)cs1	13	1	-14	-10	-17	-11	-29	-8	-15	4	-21
18	OCCCNc1nccc(-c2cc(Nc3cccc(Cl)c3)ncn2)n1	35	89*	97*	97*	-8	54*	56*	74*	45*	-10	91*
19	Cc1ccc(-n2nnnc2SCC(=O)c2cc(C)n(-c3cc(C)on3)c2C)cc1	6	7	4	2	3	9	.	-6	.	-5	-3
20	CCOC(=O)c1ccc(NC(=O)COc2ccccc2CNC2CCCC2)cc1	7	-2	15	-7	-1	3	2	8	-12	9	6

Of the compounds above, two have a nitro group on carbon.
entry	smiles	C8 TRAIL sens	LMP1 NFkB inh	TWEAK Fn14 block	LRH-1 inv ag	NOD2 RIPK2 PPI	TROY signal inh	NCOA2 inhibitor	NCOA1 inh	COUP-TFII inh	TLR9-MyD88 block	SRC3 inh
10	Nc1nnc(CC(=O)N/N=C/c2cc([N+](=O)[O-])cc(Br)c2O)s1	-6	2	0	-13	-3	-15	-30	-7	-20	-5	7
11	Cc1nc([N+](=O)[O-])c(C(=O)O)n1C	1	-2	-11	-2	-7	8	-15	4	9	5	-7

The list goes on:
entry	smiles	C8 TRAIL sens	LMP1 NFkB inh	TWEAK Fn14 block	LRH-1 inv ag	NOD2 RIPK2 PPI	TROY signal inh	NCOA2 inhibitor	NCOA1 inh	COUP-TFII inh	TLR9-MyD88 block	SRC3 inh
21	COCCNC(=O)c1ccc(Cn2c(SCC(=O)NCC3CCCO3)nc3ccc(Br)cc3c2=O)cc1 (centres undefined)	10	-24	8	5	-6	-24	23	-10	3	-6	-21
22	CCSc1nnc(SCC(=O)NC2CCCCC2)s1	-8	-2	3	-21	0	7	-10	0	1	-7	-6
23	CC(C)NC(=O)c1nn(C)c2ccccc12	0	-2	4	-5	-4	7	0	-1	6	8	16
24	CC(C)N1CCN(Cc2ccc3c(c2)Cc2ccccc2-3)CC1CCO (centres undefined)	1	-2	-35	10	-1	-5	0	12	16	-1	10
25	CSc1ccccc1NC(=O)Nc1cccc(F)c1	10	-5	-28	-33	-15	-16	8	-29	-13	3	-7
26	COc1cc(Nc2c3c(nc4ccccc24)CCCC3)cc(OC)c1OC	-1	-1	8	-11	-4	1	-38	-41	-67	-8	3
27	CCN(C[C@H]1N[C@@](CC)(C(=O)OC)[C@H]2C(=O)N(C)C(=O)[C@@H]12)C(=O)NC(C)C	-15	-13	16	0	-4	-4	14	-3	-18	-2	11
28	CC1CC(=O)NN=C1c1ccc(N(C)C)c([N+](=O)[O-])c1 (centres undefined)	-17	4	-12	20	5	-1	-22	-10	-10	4	5
29	Cc1csc(NC(=O)CSc2nncn2C)n1	-18	-12	-7	-7	10	-17	-1	-15	-13	-11	-31
30	O=[N+]([O-])c1cc(-c2nnc(Nc3ccc(O)cc3)c3ccccc23)ccc1N1CCOCC1	1	13	39	11	-13	29	-22	-7	-23	4	2
31	CCCCc1ncc(CN2CCC(n3nccc3NC(=O)C(OC)c3ccccc3)CC2)[nH]1 (centres undefined)	-7	13	10	-16	1	1	3	3	-1	-1	7
32	Cc1ccccc1CN1CCC(CNC(=O)C2CCCN(c3ncnc4c3nc3n4CCCCC3)C2)CC1 (centres undefined)	12	-5	-13	9	-5	19	-10	3	5	-12	8
33	CN1CCN([C@@H]2CS(=O)(=O)N[C@H]2COCc2ccccc2)CC1	-4	.	-10	6	-24	0	-25	6	1	.	-4
34	CCOC(=O)C1=C(COC(=O)c2ccc(Cl)cc2[N+](=O)[O-])NC(=O)NC1C (centres undefined)	2	-3	-7	-3	-1	4	9	-2	-2	-10	6
35	CCc1cc(=O)oc2cc(OCC(=O)NCCCN3CCCC3=O)c(Cl)cc12	-2	-5	1	15	-4	1	-8	0	-26	1	-5
36	c1ccc2[nH]c(NN=C3CCCCCC3)nc2c1	16	-26	11	-62	0	-2	-25	-81	-11	5	-73
37	Cc1nonc1NC(=O)CSc1nnc(N)s1	0	0	-7	-6	2	9	-3	-4	-4	2	-5
38	CC1=C(C#N)C(NC(=O)c2ccc(Cl)cc2)(C(F)(F)F)C(=O)N1 (centres undefined)	-1	5	33	-5	-2	-10	23	-13	-8	-4	-25
39	COc1ccccc1NC(=O)OC(C)c1ccc(Cl)cc1 (centres undefined)	8	-2	15	0	-6	15	-26	-7	6	-8	-4
40	C[C@H](CO)N1C[C@H](C)[C@@H](CN(C)S(=O)(=O)c2cn(C)cn2)Oc2c(NS(=O)(=O)c3cn(C)cn3)cccc2C1=O	-13	-2	-25	-8	-1	-1	2	-5	-11	1	14

Single records, from the list above. Values in the order: C8 TRAIL sens, LMP1 NFkB inh, TWEAK Fn14 block, LRH-1 inv ag, NOD2 RIPK2 PPI, TROY signal inh, NCOA2 inhibitor, NCOA1 inh, COUP-TFII inh, TLR9-MyD88 block, SRC3 inh
Listed for Cc1nonc1NC(=O)CSc1nnc(N)s1 = 0, 0, -7, -6, 2, 9, -3, -4, -4, 2, -5
Listed for CCN(C[C@H]1N[C@@](CC)(C(=O)OC)[C@H]2C(=O)N(C)C(=O)[C@@H]12)C(=O)NC(C)C = -15, -13, 16, 0, -4, -4, 14, -3, -18, -2, 11
Listed for COc1ccccc1NC(=O)OC(C)c1ccc(Cl)cc1 (centres undefined) = 8, -2, 15, 0, -6, 15, -26, -7, 6, -8, -4
Listed for c1ccc2[nH]c(NN=C3CCCCCC3)nc2c1 = 16, -26, 11, -62, 0, -2, -25, -81, -11, 5, -73
Listed for O=C(Nc1nc(-c2cccnc2)cs1)c1ccccc1Cl = -6, -6, -13, 2, 6, -12, -4, -38, -14, 2, -3

Next part
entry	SMILES	C8 TRAIL sens	LMP1 NFkB inh	TWEAK Fn14 block	LRH-1 inv ag	NOD2 RIPK2 PPI	TROY signal inh	NCOA2 inhibitor	NCOA1 inh	COUP-TFII inh	TLR9-MyD88 block	SRC3 inh
41	CC(C)C(Sc1nc(-c2ccccc2)cc(-c2ccccc2)c1C#N)C(=O)O (centres undefined)	-8	9	5	6	-3	28	-14	-14	38*	0	-32
42	O=C(N/C(=C\c1ccc(F)cc1)C(=O)N1CCCCCC1)c1ccccc1	-3	0	-3	-2	-5	0	-12	-3	16	-4	11
43	CCC(C)OC(=O)C1=C(C)NC2=C(C(=O)C(C(=O)OC)C(C)C2)C1c1ccc(N(C)C)cc1 (centres undefined)	-3	1	19	2	-2	11	-39	-3	-15	-7	-3
44	CC(=O)Nc1ccc(S(=O)(=O)Nc2cccn(Cc3ccc(C)cc3)c2=O)cc1	-6	0	1	1	-4	5	-9	3	5	3	-1
45	CCCCN(C(=O)CCN1C(=O)C2CC=CCC2C1=O)c1c(N)n(CCCC)c(=O)[nH]c1=O (centres undefined)	-10	-3	6	-14	-4	8	6	-13	-8	-4	8
46	CC(C)[C@H](NC(=O)NCCc1ccccc1)C(=O)O	-9	6	-8	-2	5	6	13	-20	-4	-4	-12
47	CN(C)CCC1(c2ccccc2)CCN(C)C1=O (centres undefined)	-1	-5	-21	-17	-6	-1	-14	10	0	-8	0
48	Cc1cc(C)nc(NNC2=CC(=[N+]3CCCC3)CCC2)n1	-11	-8	17	11	-2	6	12	0	18	8	16
49	Cc1ccc(-n2c(SCC(=O)N3CCCc4ccccc43)nnc2-c2cccnc2)c(C)c1	-2	0	-15	6	6	-11	9	-1	17	-3	9
50	Cc1cc(=O)oc2cc(OCC(=O)N/N=C/c3cc([N+](=O)[O-])ccc3O)ccc12	10	2	22	10	-9	-10	-7	1	-5	5	-3
51	CC(CN1CCOCC1)C(=O)c1ccccc1 (centres undefined)	10	0	5	4	-7	-21	13	-4	4	4	16
52	CC(C)C(=O)Nc1cccc(C(=O)Nc2nnc(C(C)(C)C)s2)c1	-2	2	-34	-36	-13	-30	-65	-33	-15	-7	-13
53	CCOC(=O)C1(CCOC)CCN(C(=O)Cc2ccc3ccccc3c2)CC1	-1	-5	-33	10	-13	0	5	-13	7	1	-2
